Screening results as filed in PubChem.
MC4R barr agon: agonists of human melanocortin 4 receptor (MC4R) beta-arrestin; P32245; U2OS MC4R beta-arrestin complementation, luminescence; percent of melanotan II response, DMSO zero; activation, % at 8.9 µM; 360,000 tested, 0.98% active; AID 540308;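 active = activation above a per-plate cutoff, the mean activation of sample wells on that plate plus 3 SD, cut at about 8% in these data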
CaV13 ICDI inh: Primary screen for inhibitors of IQ motif and Ca2+-dependent inactivation inhibitor domain binding in CACNA1D, Förster resonance energy transfer in living cells, … | HEK cells, CFP/YFP FRET ICDI-IQ, plate reader, 10 min; percent FRET-ratio fall versus neutral wells | inhibition, % at 12.3 µM | 340,000 tested, 0.098% active;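 active = mean replicate inhibition of at least 30% and at least 1% of replicates passing that level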;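 note: 0% = median of the neutral control wells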
Granule exo inh: blocks lytic granule exocytosis; TALL-104 LAMP-1 surface exposure, flow cytometry; cells stimulated with thapsigargin and PMA; inhibition, % at 10 µM; 360,000 tested, 0.66% active; AID 651702;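 active = inhibition above about 55%, limit read from the data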
PDI turbidity: inhibitors of human protein disulfide isomerase; P07237; PDI insulin aggregation turbidity, A650, 90 min; inhibition, % at 10 µM; 350,000 tested, 0.052% active; AID 588391;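 active = mean inhibition across replicates of 30% or more, whatever share of single replicates reach that level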;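 note: absorbance from insulin aggregation driven by PDI reduction with DTT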
Target sequence (P07237 whole entry, looked up): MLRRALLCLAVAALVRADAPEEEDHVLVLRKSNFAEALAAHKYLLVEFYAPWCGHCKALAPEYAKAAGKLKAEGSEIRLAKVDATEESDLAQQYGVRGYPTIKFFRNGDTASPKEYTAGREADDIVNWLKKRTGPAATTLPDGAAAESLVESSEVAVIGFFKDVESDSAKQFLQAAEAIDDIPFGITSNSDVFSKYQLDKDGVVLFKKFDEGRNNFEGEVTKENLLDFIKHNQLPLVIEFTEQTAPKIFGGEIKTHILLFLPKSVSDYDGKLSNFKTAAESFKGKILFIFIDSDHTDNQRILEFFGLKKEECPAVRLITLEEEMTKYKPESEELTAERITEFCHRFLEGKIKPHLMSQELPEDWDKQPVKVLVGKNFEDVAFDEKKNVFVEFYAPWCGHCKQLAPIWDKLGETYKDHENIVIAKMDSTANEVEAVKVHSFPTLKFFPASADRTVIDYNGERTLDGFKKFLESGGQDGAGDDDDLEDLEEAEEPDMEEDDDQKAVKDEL
MC4R antag cAMP: blocks human MC4R cAMP signaling; P32245; MC4R-expressing cells, MTII-stimulated cAMP, LANCE TR-FRET; inhibition, % at 6.5 µM; 360,000 tested, 0.48% active; AID 540295;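 active = inhibition above its plate's cutoff, the mean of tested wells on that plate plus 3 SD, cut at about 29% in these data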;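 note: 0% = Melanotan II alone and 100% = Melanotan II plus saturating MCL0020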
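Assay system: U2OS cells stably expressing human melanocortin 4 receptor (MC4R) / Dosing: 6.5 µM / Timing: compound 30 min, challenge 1 h, detection 1 h / Measured by: Eu-cAMP/anti-cAMP TR-FRET, emission 671 nm / Replicates: singlicate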
ABCB6 inh 2: blocks the human ABCB6 transporter; Q9NP58; K562-ABCB6 porphyrin accumulation, flow cytometry, 1 h; active compounds read low; fluorescence ratio to DMSO, % at 10 µM; 360,000 tested, 0.19% active; AID 602162;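 active = fluorescence ratio to DMSO below 75%, the collection mean minus 3 SD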;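 note: signal is porphyrin accumulated inside mitochondria; 100% equals median channel fluorescence of DMSO control wells; lower ratio means ABCB6 inhibition with less porphyrin fluorescence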
m5-HT2A agonist: mouse HTR2A agonism via beta-arrestin recruitment | 360,000 tested, 0.66% active | activation, % at 7.6 µM | P35363 | CHO-K1 mHTR2A beta-arrestin complementation, luminescence; percent of 30 µM serotonin response;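 active = activation above a run cutoff, the mean activation of all tested compounds plus 3 SD, cut at about 14% in these data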;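 note: 0% = plate median of compound wells and 100% = 30 µM serotonin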
Target sequence (P35363 whole entry, looked up): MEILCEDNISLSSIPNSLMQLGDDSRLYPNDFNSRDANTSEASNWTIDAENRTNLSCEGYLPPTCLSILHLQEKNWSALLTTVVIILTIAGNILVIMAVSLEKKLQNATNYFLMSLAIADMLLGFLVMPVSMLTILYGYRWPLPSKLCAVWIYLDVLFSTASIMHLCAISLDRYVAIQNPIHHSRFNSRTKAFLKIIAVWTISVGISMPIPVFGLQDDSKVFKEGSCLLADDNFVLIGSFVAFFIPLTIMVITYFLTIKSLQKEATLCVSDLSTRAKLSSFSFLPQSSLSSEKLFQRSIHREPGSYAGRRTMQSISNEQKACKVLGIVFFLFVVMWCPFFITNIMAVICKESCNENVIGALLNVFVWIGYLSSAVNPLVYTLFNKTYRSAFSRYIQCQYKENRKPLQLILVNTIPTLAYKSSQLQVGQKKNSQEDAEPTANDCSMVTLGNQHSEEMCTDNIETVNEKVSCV
H9c2 protect: modulators protecting cardiomyocytes from myocardial damage. H9c2 cardiomyocytes, H2O2 injury protection, ATPLite, 2 h. protection from H2O2 cell death, % at 20 µM. 360,000 tested, 0.63% active. AID 588492;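 active = compounds giving at least 50% protection of heart cells from peroxide-induced death in the single-dose screen, raw or plate-pattern-corrected value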;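 note: 0% = DMSO wells with peroxide and 100% = DMSO wells without peroxide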
ABHD5-PLIN5 inh: blocks binding of human ABHD5 to perilipin-5; Split G. princeps luciferase complementation, luminescence, 4 h; inhibition, % at 4 µM; 360,000 tested, 0.78% active; AID 602281;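 active = inhibition above the mean inhibition across every tested compound plus 3 SD, cut at about 22% in these data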;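 note: 0% = DMSO only wells and the 100% control is not disclosed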
N-glyco inh: blocks N-linked glycosylation in D54 reporter cells; D54 ERlucT glycosylation luciferase reporter, 24 h; percent of 100 nM tunicamycin response; reporter increase, % at 12.5 µM; 360,000 tested, 0.23% active; AID 588692;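 active = mean luciferase reporter signal, scaled so untreated is 0 and the glycosylation-blocking control 100, at or above a set limit in every replicate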;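 note: luciferase carries N-glycosylation sites so blocking glycosylation raises the light; 0% = median of neutral control wells and 100% = median of 100 nM tunicamycin wells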
Starred values were filed as active, the others as inactive; / = no result given.

Second line of a record – MC4R barr agon, CaV13 ICDI inh, Granule exo inh, PDI turbidity, MC4R antag cAMP, ABCB6 inh 2, m5-HT2A agonist, H9c2 protect, ABHD5-PLIN5 inh, N-glyco inh
(1) Cc1ccccc1C(=O)NC1CCCCCCC1
  -2.1, -12, -5, -3, 0, 104, -4, -3, -24, -4
(2) CN(c1ncc(C(F)(F)F)cc1Cl)N1C(=O)c2cccc([N+](=O)[O-])c2C1=O
  -3.6, -20, 0, -3, 3, 97, -1, -12, -1, 2
(3) CC(=O)N1CCCN(Cc2cn(-c3ccc(C)cc3)nc2-c2cccc(C)c2)CC1
  -1.7, -2, 0, 11, 5, 99, -6, 1, 9, -3
(4) CC1=CC2(C)C(C3C(C)=CC2(C)C(=O)C3(C)O)C(C)(O)C1=O (centres undefined)
  -0.3, -5, -3, 7, 5, 97, 0, 4, -9, 0
(5) O=C(CSc1nc2c([nH]c3ccccc32)c(=O)n1-c1ccc(F)cc1)NCc1ccco1
  1.2, -6, -2, -14, 7, 95, -3, 16, -1, 7
(6) COc1ccc(Cc2c(-c3ccc(F)cc3)nc3c(C)cc(Br)cn23)c(C)c1
  /, -4, -3, /, /, 101, -4, 0, -2, -1
(7) O=C(O)C1CSC(c2ccncc2)N1 (centres undefined)
  -2.3, /, 3, -1, -3, 93, -4, 4, -13, 0
(8) COCCN(CCOC)S(=O)(=O)c1ccc(C(=O)Nc2ccc([N+](=O)[O-])cc2OC)cc1
  -0.4, -6, -4, -2, 9, 98, 3, 2, -1, 2
(9) C/C(=N\NC(=S)NC1CCCCC1)c1ccc(C)o1
  -4.6, -18, -3, -5, -6, 97, 22*, -5, -4, -2
(10) CCOC(=O)/C(=C\c1ccc(C)cc1)NC(=O)c1ccccc1
  -1.6, -5, -1, 5, 0, 70*, -9, -5, -4, 1
(11) COC(=O)[C@@H]1[C@@H](C)OC(=O)N[C@H]1c1ccccc1
  0.9, -10, 0, -2, 8, 97, -1, -1, -1, 3
(12) O=[N+]([O-])c1ccc(CCn2ccnc2)cc1
  0.0, -13, -6, 14, 2, 96, -4, -4, 6, 0
(13) O=C(CSc1ccc(S(=O)(=O)N2CCOCC2)cn1)Nc1ccc(OC(F)F)cc1
  -0.8, -2, 0, 14, 3, 102, -1, -14, -3, -1
(14) CCCS(=O)(=O)NC(=O)C1(C)CCCN(C(=O)c2ccc(C#N)cc2)C1 (centres undefined)
  -1.8, -10, -5, -10, 0, 96, -4, -4, 3, 0
(15) CC(C)NC(=O)Nc1ccc2c(c1)C(=O)N([C@H](C)CO)C[C@H](C)[C@@H](CN(C)C(=O)NC1CCCCC1)O2
  -0.6, -2, -5, -12, 3, 98, 8, -5, -1, 2
(16) O=C(CCCCCN1C(=O)CCC1=O)Nc1ccc(Cl)c(C(F)(F)F)c1
  -1.1, -6, -5, -2, 5, 105, -2, -13, 0, 1
(17) NS(=O)(=O)c1ccc(NC(=O)CSc2nc3ccccc3c(=O)n2Cc2ccncc2)cc1
  -3.0, -2, 4, 11, 4, 95, 1, 3, 7, 5
(18) Cc1ccc(Cl)cc1NC(=O)N(C)CCO
  -0.6, -13, 5, 0, 6, 99, 0, 1, 7, 3
(19) O=C(CSc1nc2[nH]ncc2c(=O)[nH]1)Nc1ccc(Cl)cc1
  -0.1, -2, -2, 2, -3, 99, -6, -4, -13, 1
(20) O=[N+]([O-])c1ccc(CSc2nc3ccccc3o2)cc1
  0.4, -4, -3, 2, 3, 104, 0, -13, -1, /
(21) COCCn1c(SCC(=O)Nc2ccccc2OC)nnc1-c1ccco1
  -0.3, 0, -16, 11, 0, 99, 0, 2, 0, 1
(22) O=C(CC[C@H]1O[C@@H](n2ccc(=O)[nH]c2=O)[C@H](O)[C@@H]1O)NCc1ccc2c(c1)OCO2
  /, -4, -3, /, /, 101, 4, 8, 4, -1
(23) O=C1CCCC(=O)C1Sc1ccc(Cl)cc1
  -0.9, -6, 3, 1, -5, 103, 6, 4, -5, 0
(24) COc1ccccc1C(=O)NC(=O)COC(=O)c1ccc(Cl)cc1[N+](=O)[O-]
  2.8, -7, 5, -9, -3, 101, -2, 6, -3, 1
(25) COc1cc2cc(C(=O)N/N=C/c3cccc(OC)c3OC)[nH]c2cc1OC
  -1.2, -3, 10, -4, -6, 96, -2, 29, -7, -2
(26) Cc1sc2ncnc(NCC(c3ccco3)N3CCCC3)c2c1C (centres undefined)
  -0.9, /, 1, 5, 8, /, 4, 5, 5, 0
(27) COc1ccccc1NS(=O)(=O)c1cc(NC(=O)/C=C/c2cccs2)ccc1N1CCOCC1
  -1.7, -14, 1, 9, -4, 97, 3, 5, 5, -9
(28) Cc1cccc(C)c1NC(=O)c1c(-c2ccccc2)noc1C
  0.2, /, -2, 2, 18, 86, 3, 1, 18, 1
(29) Cc1c(C(=O)NCc2cccnc2)oc2ccc(S(=O)(=O)N3CCCCCC3)cc12
  0.8, -8, 2, -1, 19, 100, -2, -2, 6, -2
(30) COCC(=O)Nc1cc(C)cn(Cc2c(F)cccc2Cl)c1=O
  -0.3, -6, -9, -4, 7, 99, 1, 6, 3, 1

Additional entries follow:
Second line of a record – MC4R barr agon, CaV13 ICDI inh, Granule exo inh, PDI turbidity, MC4R antag cAMP, ABCB6 inh 2, m5-HT2A agonist, H9c2 protect, ABHD5-PLIN5 inh, N-glyco inh
(31) O=C(CN1CC(=O)Oc2ccccc21)OCC(=O)c1ccc(F)cc1
  -2.3, -2, 3, -3, 5, 98, 1, -4, 0, 0
(32) C=Cn1c(C(=O)O)ccc1-c1ccc(OC)cc1
  -1.8, -5, -1, -1, 29*, 105, 2, 0, 2, 0
(33) CCc1nc2oc3ccccc3c(=O)c2c(=O)n1Cc1ccccc1
  0.6, /, 0, 15, 1, 100, 0, 5, 2, 2
(34) COc1ccc(-n2c(=S)[nH]c3cc(C(=O)N4CCN(c5ccccc5)CC4)ccc3c2=O)c(OC)c1
  -1.2, -5, -7, 2, 15, 99, 0, -1, -6, 3
(35) Cc1cc(OCC(=O)NCc2cccnc2)ccc1[N+](=O)[O-]
  -4.2, -4, 3, -6, 0, 95, 2, 6, -4, 5
(36) COc1ccc2[nH]c3nc(SCC(=O)Nc4ccc5c(c4)OCO5)nnc3c2c1
  -1.0, -2, -2, 7, -5, 85, -2, -13, -5, -4
(37) CC(C)c1ccc(OCCCCCN2CCOCC2)cc1
  0.7, -18, 4, -10, 18, 102, -5, -5, -5, -3
(38) C=CCN(c1ccccc1C(=O)NCC(=O)O)S(=O)(=O)c1ccc(C)cc1
  0.8, -15, 0, -4, -2, 98, -1, 3, 0, 2
(39) C=CCn1c(=S)[nH]c2nc3c(cc2c1=O)COC(C)(C)C3
  -1.1, -4, -4, -3, 7, 97, -5, -3, -4, 3
(40) CCOc1ccc(C(=O)NC(C(=O)NCc2cccnc2)C(C)C)cc1 (centres undefined)
  0.6, -2, -1, 1, 24, 93, 5, 1, -11, 2
(41) CC(C)C(=O)Nc1ncc2c(n1)CC(c1cccs1)CC2=O (centres undefined)
  1.3, /, -3, 11, -5, 115, 5, 11, 3, -1
(42) CCc1c(C)sc(NC(=S)Nc2cccnc2)c1C(=O)OC
  -1.2, -2, -2, 2, 19, 102, 2, -4, -10, 3
(43) CCOC(=O)C(CC)Sc1ccc2nnc(CCNS(=O)(=O)c3ccccc3)n2n1 (centres undefined)
  -1.5, 3, 2, 0, 5, 95, 3, -4, -6, 2
(44) CCC(C)NC(=O)c1cc(Cl)ccc1OC (centres undefined)
  -0.1, /, -2, 8, -4, 106, -1, 8, -8, -2
(45) COc1ccc(-c2nc3ccccc3c(=O)n2O)cc1
  -1.1, -3, -5, 2, 2, 103, -9, 7, 5, 2
(46) O=C1CC(c2cc(-c3ccccc3)no2)C1
  -1.2, -9, 10, -5, 8, 97, 6, 3, -6, 2
(47) CCCCN1C(=O)C(CC(=O)NC2CCCCC2)CC(C(=O)N(C)C)=C1C (centres undefined)
  -0.2, -6, 12, -8, -2, 92, 0, 6, -5, 5
(48) COc1ccc2oc(C(=O)OCC(=O)NC3CCS(=O)(=O)C3)c(C)c2c1 (centres undefined)
  -1.0, -6, 1, 2, -4, 105, 3, 7, 9, 0
(49) CC1(C)CC(=O)C(C=NCC2CCN(C(=O)Nc3ccc(Cl)c(Cl)c3)CC2)=C(O)C1
  -4.0, -2, 11, 13, 7, 106, 1, -4, -2, 0
(50) CC(C)NC(=O)N(C)C[C@H]1Oc2ccc(NC(=O)Cc3ccccc3)cc2C(=O)N([C@H](C)CO)C[C@@H]1C
  -0.1, -5, 1, 1, 2, 103, 2, -4, -10, 0
(51) CCCCOC(=O)CSc1nc2c(cc1C#N)C(=O)CC(C)(C)C2
  -1.4, -4, 12, 2, 2, 101, 4, 2, -2, 1
(52) Cc1csc(NC(=O)CSc2nnc(-c3cccnc3)o2)n1
  -2.6, /, -19, 1, 0, 96, 0, 4, 0, 4
(53) Cc1cc(=O)oc2cc(OC(C)C(=O)NC3(C#N)CCCCC3)ccc12 (centres undefined)
  -0.4, -3, 5, 5, 9, 100, -3, -5, 4, 1
(54) Cc1ccc(-c2cc3nc(C)cc(C)n3n2)cc1
  -0.3, -5, -4, -3, 0, 81, -6, -12, 2, -8
(55) c1csc(-c2cnc3ccccc3n2)c1
  -0.8, -6, 0, -16, -1, 99, 6, 2, -5, -2
(56) Cc1cccc(S(=O)(=O)NC(=O)C2(C)CCN2C(=O)C2(c3ccc(Cl)cc3)CC2)c1 (centres undefined)
  -3.0, -5, 3, 3, 11, 89, -2, 8, -1, 3
(57) Cc1csc(NC(=O)C2CCCN(S(=O)(=O)c3cnc[nH]3)C2)n1 (centres undefined)
  0.5, 7, 6, 3, 3, 104, -2, -3, -3, -2
(58) CC(=NCc1ccco1)C1=C(O)c2ccccc2C1=O
  -0.8, -3, -2, 2, 2, 84, -2, 8, 10, 0
(59) CC1(C)CC(NCc2cccc([N+](=O)[O-])c2)CC(C)(C)N1
  -0.6, -4, 4, 10, -4, 96, -1, 7, -12, 1
(60) COc1ccc(Cl)c(-c2cc(C(=O)Nc3ccc(F)cc3)[nH]n2)c1
  2.6, -5, 4, 2, 7, 98, -5, -8, 3, 0
